ROS inducer: raises reactive oxygen species in U2OS cancer cells. ROS induction (% of piperlongumine), % at 10 µM. U2OS ROS induction, H2DCF-DA fluorescence. AID 624156. actives 2% (n = 46,000); in the data active = ROS induction above about 79%, passing the limit was not always enough;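 also: 0% = DMSO vehicle median and 100% = reference compound median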
The depositor's hits bear a star.

SMILES	ROS inducer
C[C@H](CO)N1C[C@H](C)[C@H](CN(C)Cc2ccccc2)Oc2ncc(-c3ccccc3)cc2C1=O	4
CC(C)NC(=O)N(C)C[C@@H]1Oc2ncc(/C=C/c3ccccc3)cc2C(=O)N([C@H](C)CO)C[C@@H]1C	15
C[C@@H]1CCCCO[C@H](CN(C)C(=O)CCC(F)(F)F)[C@@H](C)CN([C@H](C)CO)C(=O)c2cc(NS(=O)(=O)c3ccc(F)cc3)ccc2O1	13
Cc1ccc(-n2sc3ccccc3c2=O)cc1	-14
O=C(NCCN1CCCCCC1)c1cnn2c(C(F)(F)F)cc(-c3ccccc3)nc12	15
C[C@H]1CN([C@@H](C)CO)C(=O)Cc2cc(NC(=O)Nc3ccc(C(F)(F)F)cc3)ccc2O[C@H]1CN(C)C(=O)Nc1ccc(F)cc1	-7
O=C(Nc1ccc(Cl)cc1)c1ccc2ncsc2c1	-4
C[C@H]1CN([C@@H](C)CO)C(=O)CCCn2nncc2CO[C@@H]1CN(C)C(=O)Nc1cccc(F)c1	5
C[C@@H]1CCCCO[C@@H](CN(C)Cc2ccc(Cl)c(Cl)c2)[C@@H](C)CN([C@H](C)CO)C(=O)c2cc(NC(=O)CCC(F)(F)F)ccc2O1	45
C[C@@H]1CCCCO[C@H](CN(C)C(=O)NC2CCCCC2)[C@@H](C)CN([C@H](C)CO)C(=O)c2cc(NC(=O)NC3CCCCC3)ccc2O1	22
COC(=O)c1ccccc1NC(=O)C1CCN(S(=O)(=O)c2cc(OC)ccc2OC)CC1	37
Cc1ccc(CNC(=O)CCCc2nnc3n4nc(C)nc4c4ccccc4n23)cc1	20
Cc1noc(C)c1NC(=O)N(C)C[C@H]1Oc2c(NC(=O)Nc3ccc(C(F)(F)F)cc3)cccc2C(=O)N([C@H](C)CO)C[C@H]1C	-7
Cc1ccc(S(=O)(=O)Nc2cccc3c2O[C@@H](CN(C)Cc2ccc(Oc4ccccc4)cc2)[C@H](C)CN([C@@H](C)CO)C3=O)cc1	10
Cc1noc(C)c1NC(=O)Nc1cccc2c1O[C@H](CN(C)Cc1ccc(C(=O)O)cc1)[C@H](C)CN([C@H](C)CO)C2=O	9
CSc1nnc(-c2ccc(C(C)(C)C)cc2)n1C	-10
Cn1nnnc1SCCNC/C=C/c1ccccc1	-27
COc1ccc(C2SCC(C(=O)NC(C)C)N2C(=O)Nc2ccc(C)c(C)c2)cc1 (stereo not drawn)	-5
C[C@@H]1CN([C@@H](C)CO)C(=O)c2cccc(NC(=O)Nc3ccc4c(c3)OCO4)c2O[C@@H]1CN(C)Cc1ccccc1	7
C[C@H](CO)N1C[C@H](C)[C@@H](CN(C)CC2CCCCC2)Oc2ccc(NC(=O)CCCCCC(=O)Nc3ccccc3N)cc2C1=O	0
O=C(CSc1ncnc2c1nnn2Cc1ccccc1)NCc1ccccc1	25
CN1CCN(C(=O)CN(c2cc(C(F)(F)F)ccc2Cl)S(=O)(=O)c2ccccc2)CC1	-2
Cc1ccc(CN2C(=O)N(c3ccccc3)C(=O)C2CC(=O)Nc2ccccc2)cc1 (stereo not drawn)	-1
Cc1ccc(S(=O)(=O)N(C)C[C@@H]2Oc3c(NC(=O)c4ccncc4)cccc3C(=O)N([C@H](C)CO)C[C@@H]2C)cc1	9
CC(=O)Nc1cc(C(=O)N2CC=C(c3ccccc3)CC2)ccc1Sc1ccc(Cl)cc1	13
CCN1CCN(C(=S)c2cc(I)c(OCC(=O)Nc3cccc(C)c3)c(OC)c2)CC1	55
O=C(CNS(=O)(=O)c1ccccc1)Nc1ccc(I)cc1	11
COc1cc(C(=O)Sc2ccc(Cl)cc2)cc(OC)c1OC	30
Cc1noc(C)c1NC(=O)Nc1cccc2c1O[C@@H](CN(C)C(=O)Nc1ccccc1)[C@H](C)CN([C@@H](C)CO)C2=O	-13
CC(=O)Nc1ccc(-c2nnc(SCC(=O)Nc3cc(Cl)cc(Cl)c3)n2C)cc1	-1

A different layout for part of the listing above:
canonical_smiles | ROS inducer
C[C@H](CO)N1C[C@H](C)[C@H](CN(C)Cc2ccccc2)Oc2ncc(-c3ccccc3)cc2C1=O | 4
CC(C)NC(=O)N(C)C[C@@H]1Oc2ncc(/C=C/c3ccccc3)cc2C(=O)N([C@H](C)CO)C[C@@H]1C | 15
C[C@@H]1CCCCO[C@H](CN(C)C(=O)CCC(F)(F)F)[C@@H](C)CN([C@H](C)CO)C(=O)c2cc(NS(=O)(=O)c3ccc(F)cc3)ccc2O1 | 13
Cc1ccc(-n2sc3ccccc3c2=O)cc1 | -14
O=C(NCCN1CCCCCC1)c1cnn2c(C(F)(F)F)cc(-c3ccccc3)nc12 | 15
C[C@H]1CN([C@@H](C)CO)C(=O)Cc2cc(NC(=O)Nc3ccc(C(F)(F)F)cc3)ccc2O[C@H]1CN(C)C(=O)Nc1ccc(F)cc1 | -7
O=C(Nc1ccc(Cl)cc1)c1ccc2ncsc2c1 | -4
C[C@H]1CN([C@@H](C)CO)C(=O)CCCn2nncc2CO[C@@H]1CN(C)C(=O)Nc1cccc(F)c1 | 5
C[C@@H]1CCCCO[C@@H](CN(C)Cc2ccc(Cl)c(Cl)c2)[C@@H](C)CN([C@H](C)CO)C(=O)c2cc(NC(=O)CCC(F)(F)F)ccc2O1 | 45
C[C@@H]1CCCCO[C@H](CN(C)C(=O)NC2CCCCC2)[C@@H](C)CN([C@H](C)CO)C(=O)c2cc(NC(=O)NC3CCCCC3)ccc2O1 | 22
COC(=O)c1ccccc1NC(=O)C1CCN(S(=O)(=O)c2cc(OC)ccc2OC)CC1 | 37
Cc1ccc(CNC(=O)CCCc2nnc3n4nc(C)nc4c4ccccc4n23)cc1 | 20
Cc1noc(C)c1NC(=O)N(C)C[C@H]1Oc2c(NC(=O)Nc3ccc(C(F)(F)F)cc3)cccc2C(=O)N([C@H](C)CO)C[C@H]1C | -7
Cc1ccc(S(=O)(=O)Nc2cccc3c2O[C@@H](CN(C)Cc2ccc(Oc4ccccc4)cc2)[C@H](C)CN([C@@H](C)CO)C3=O)cc1 | 10
Cc1noc(C)c1NC(=O)Nc1cccc2c1O[C@H](CN(C)Cc1ccc(C(=O)O)cc1)[C@H](C)CN([C@H](C)CO)C2=O | 9
CSc1nnc(-c2ccc(C(C)(C)C)cc2)n1C | -10

Next part
SMILES	ROS inducer
C[C@H]1CN([C@@H](C)CO)C(=O)c2cccc(NS(=O)(=O)c3ccccc3)c2O[C@H]1CN(C)Cc1ccc(C(=O)Nc2ccccc2N)cc1	9
C[C@H]1CN([C@@H](C)CO)C(=O)c2cc(NS(=O)(=O)c3cccs3)ccc2O[C@H]1CN(C)S(C)(=O)=O	7
CCN(CC)S(=O)(=O)c1ccccc1/C=N/O	-9
C[C@H]1CN([C@@H](C)CO)C(=O)Cc2cc(NC(=O)CCN3CCOCC3)ccc2O[C@H]1CN(C)Cc1ccc(C(=O)Nc2ccccc2N)cc1	-12
O=C(O)c1cccc(/C=N/NC(=O)c2cccc(C(=O)NO)c2)c1	-5
C[C@H](CO)N1C[C@H](C)[C@@H](CN(C)C(=O)NC2CCCCC2)Oc2ccc(N(C)C)cc2C1=O	-5
CCCCCCCCC/C=C/CCCCC(=O)C1C(=O)CCC(O)C1=O (stereo not drawn)	10
C[C@@H]1CN([C@H](C)CO)C(=O)c2cc(NC(=O)CCN3CCOCC3)ccc2O[C@@H]1CN(C)Cc1ccc(C(F)(F)F)cc1	5
COc1ccc(OC2OC(COC3OCC(O)C(O)C3O)C(O)C(O)C2O)cc1OC (stereo not drawn)	1
Cc1cc2ncn(Cc3ccccc3C)c2cc1C	-16
CC1CCc2sc(NC(=O)C(Cc3ccccc3)Cc3ccccc3)c(C#N)c2C1 (stereo not drawn)	1
C[C@H](CO)N1C[C@H](C)[C@H](CN(C)Cc2ccc(C(F)(F)F)cc2)Oc2ccc(NS(=O)(=O)c3cn(C)cn3)cc2CC1=O	-9
CO[C@H]1O[C@H](CO)[C@@H](OC(=O)c2ccc(Br)cc2)[C@H](OC(=O)c2cc3ccccc3[nH]2)[C@H]1OC(=O)c1cc2ccccc2[nH]1	-2
C[C@@H]1CN([C@H](C)CO)C(=O)Cc2cc(NC(=O)CCN3CCOCC3)ccc2O[C@@H]1CN(C)C(=O)Nc1ccc2c(c1)OCO2	9
Cc1c(Cl)cccc1NC(=O)c1cccnc1Cl	-3
COc1ccc(S(=O)(=O)Nc2ccc3c(c2)C(=O)N([C@H](C)CO)C[C@H](C)[C@H](CN(C)S(=O)(=O)c2ccc(C)cc2)O3)cc1	7
O=C1CC(c2ccccc2)Oc2cc(O)cc(O)c21 (stereo not drawn)	26
O=C(N/N=C/c1ccc2ccccc2n1)c1ccccc1O	-5
O=C(Cn1cnc2c(oc3ccccc32)c1=O)N1CCCCCC1	-7
C=C(C)CC1C(=O)N(S(=O)(=O)c2ccccc2Cl)N=C1C (stereo not drawn)	64
CC(c1cccs1)N(C(=O)Nc1ccccc1)C1CCCCC1 (stereo not drawn)	-10
Cc1noc(C)c1NC(=O)N(C)C[C@@H]1Oc2c(NC(=O)C3CCOCC3)cccc2C(=O)N([C@H](C)CO)C[C@H]1C	-12
CC(C)(C)c1nc(SCc2nc(-c3cccc(-n4cccc4)c3)no2)n[nH]1	2
CNC(=S)C12CC3CC(CC(C3)C1)C2	2
C[C@H](CO)N1C[C@H](C)[C@H](CN(C)Cc2ccc(C(=O)Nc3ccccc3N)cc2)Oc2ccc(N(C)C)cc2C1=O	21
COc1ccc(S(=O)(=O)Nc2cccc3c2O[C@@H](CN(C)C(=O)Nc2ccc(C(F)(F)F)cc2)[C@@H](C)CN([C@@H](C)CO)C3=O)cc1	12
O=C(Nc1ccccc1C(=O)N1CCOCC1)c1noc2c1CCCC2	-15
C[C@H](CO)N1C[C@H](C)[C@H](CN(C)Cc2ccc(Cl)c(Cl)c2)Oc2ccc(NC(=O)Cn3cnnn3)cc2CC1=O	-4
COc1ccc(-c2cnc3c(c2)C(=O)N([C@H](C)CO)C[C@H](C)[C@H](CN(C)C(=O)Nc2ccc4c(c2)OCO4)O3)cc1	33
CCC1(CC)C(=O)c2cc3ccccc3cc2C1=O	17
O=C(NCc1cc2ccccc2s1)C1CN(C(c2ccccc2)c2ccccc2)C1	25
C[C@@H]1CN([C@@H](C)CO)C(=O)c2cc(NC(=O)CCC(F)(F)F)ccc2O[C@H]1CN(C)Cc1ccc(Oc2ccccc2)cc1	3
Cc1noc(C)c1NC(=O)N(C)C[C@H]1Oc2c(NC(=O)Nc3ccc(F)cc3)cccc2C(=O)N([C@@H](C)CO)C[C@@H]1C	-11
C[C@H](CO)N1C[C@H](C)[C@H](CN(C)CC2CCCCC2)Oc2c(NC(=O)CCCCCC(=O)Nc3ccccc3N)cccc2C1=O	2
C[C@H]1CN([C@@H](C)CO)C(=O)c2cccc(NC(=O)Nc3ccc(F)cc3)c2O[C@@H]1CN(C)Cc1ccc(Oc2ccccc2)cc1	44
Cc1nn(CCCC(=O)NC(C)C)c(=O)c2cc3sccc3n12	-5
CCSc1nc2c(c(=O)[nH]1)C1(CCCC1)Cc1ccccc1-2	59
C[C@H]1CN([C@@H](C)CO)C(=O)c2cccc(NC(=O)Nc3ccc(C(F)(F)F)cc3)c2O[C@@H]1CN(C)S(=O)(=O)c1ccc(F)cc1	-4
O=C(N1CCN(c2ccccc2)CC1)C12CC3CC(CC(C3)C1)C2	-17
Cn1c(=O)c2c(nc(NCCN)n2C)n(C)c1=O	1
COc1cccc(C(=O)NC(c2ccc(Cl)cc2)c2c(O)ccc3ccccc23)c1 (stereo not drawn)	16
COc1ccc(S(=O)(=O)Nc2ccc3c(c2)C(=O)N([C@H](C)CO)C[C@H](C)[C@@H](CN(C)CC2CCCCC2)O3)cc1	-12
C[C@@H]1CN([C@H](C)CO)C(=O)c2cccc(NC(=O)C3CCOCC3)c2O[C@H]1CN(C)Cc1ccncc1	-11
COc1ccc(NC(=O)N(C)C[C@@H]2Oc3ccc(NS(=O)(=O)c4ccc(OC)cc4)cc3C(=O)N([C@H](C)CO)C[C@H]2C)cc1	2
C[C@@H]1CN([C@H](C)CO)C(=O)Cc2cc(NC(=O)C3CCCCC3)ccc2O[C@H]1CN(C)S(=O)(=O)c1ccc(Cl)cc1	9
Cc1c(NC(=O)Cn2ccc([N+](=O)[O-])n2)c(=O)n(-c2ccccc2)n1C	-7
COc1ccc(NC(=O)N(C)C[C@@H]2Oc3ccc(NC(=O)Nc4ccc5c(c4)OCO5)cc3C(=O)N([C@H](C)CO)C[C@@H]2C)cc1	-4
Cc1ccc(CNC(=O)c2c[nH]n3c(=O)cc(CSc4ccc(Cl)cc4)nc23)cc1	-11
C[C@H](CO)N1C[C@H](C)[C@@H](CN(C)CC2CCCCC2)Oc2c(NC(=O)Nc3ccc(C(F)(F)F)cc3)cccc2C1=O	15
COc1ccc(CN(C)C[C@@H]2Oc3ccc(NS(=O)(=O)c4c(C)noc4C)cc3CC(=O)N([C@@H](C)CO)C[C@@H]2C)cc1	4

(next part)
SMILES	ROS inducer
C[C@@H]1CN([C@@H](C)CO)C(=O)CCCn2cc(nn2)CO[C@H]1CN(C)Cc1cccnc1	32
COc1ccc(CN(C)C[C@@H]2Oc3c(NS(=O)(=O)c4c(C)noc4C)cccc3C(=O)N([C@H](C)CO)C[C@@H]2C)cc1	-1
O=C1CC(N(Cc2ccco2)C(=O)Nc2ccc(F)cc2)C(=O)N1c1ccc(F)cc1 (stereo not drawn)	0
Cc1ccc(-c2cc(C(F)(F)F)n3ncc(C(=O)OC(C)C)c3n2)cc1	24
COc1ccc(CN(C)C[C@H]2Oc3ccc(NC(=O)C4CC4)cc3CC(=O)N([C@@H](C)CO)C[C@@H]2C)cc1	5
COc1ccc(S(=O)(=O)N(C)C[C@H]2Oc3ccc(NC(=O)NC4CCCCC4)cc3CC(=O)N([C@H](C)CO)C[C@H]2C)cc1	5
C[C@@H]1CN([C@H](C)CO)C(=O)Cc2cc(NC(=O)Nc3ccc4c(c3)OCO4)ccc2O[C@H]1CN(C)S(C)(=O)=O	7
O=C(CCN1C(=O)c2ccccc2S1(=O)=O)Nc1cccc(Cl)c1Cl	-18
C[C@@H]1CN([C@@H](C)CO)C(=O)CCCn2cc(nn2)CO[C@@H]1CN(C)Cc1ccccc1	3
O=C(O)c1cc(NC(=O)C2CCCO2)cc(C(=O)O)c1 (stereo not drawn)	-48
Cc1ccc(C)c(-c2csc(N)c2C#N)c1	-10
C[C@H](CO)N1C[C@H](C)[C@H](CN(C)S(=O)(=O)c2ccc(F)cc2)Oc2c(NS(C)(=O)=O)cccc2C1=O	-9
C[C@H]1CN([C@@H](C)CO)C(=O)c2cc(NC(=O)C3CC3)ccc2O[C@H]1CN(C)Cc1ccc(C(=O)Nc2ccccc2N)cc1	-6

Screening data as filed in PubChem.

The list is partial; the hit share may differ from the screen's.
